Compound activity from PubChem BioAssay.
FEN1 inhibitor = human FEN1 inhibition; P39748; hit rate 0.35% among 390,000; Recombinant FEN1 flap cleavage, fluorescence, 15 min; Potency, µM (top dose mostly 114 µM), without a hit: top-dose activity change, negative = inhibition, actives largely listed as inhibitors; further: nearly all actives have a fitted effect of over 65% in size
Target sequence (P39748 whole entry, looked up): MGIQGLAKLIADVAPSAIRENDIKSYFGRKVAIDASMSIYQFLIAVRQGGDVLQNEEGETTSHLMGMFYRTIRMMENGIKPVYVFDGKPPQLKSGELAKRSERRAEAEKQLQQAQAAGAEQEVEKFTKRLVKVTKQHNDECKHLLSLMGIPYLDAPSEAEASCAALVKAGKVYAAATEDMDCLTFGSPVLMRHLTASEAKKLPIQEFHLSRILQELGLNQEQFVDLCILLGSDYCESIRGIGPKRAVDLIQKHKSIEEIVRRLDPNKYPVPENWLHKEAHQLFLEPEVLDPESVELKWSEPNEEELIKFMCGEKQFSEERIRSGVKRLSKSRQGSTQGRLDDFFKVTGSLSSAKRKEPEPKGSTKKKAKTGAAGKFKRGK
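In this screen, 50 nM flap DNA substrate was added to 10 nM FEN1 pretreated with compound for 15 min at room temperature; cleavage was followed with reads at 0 and 15 min, and Hill fitting gave concentration–response parameters.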
N370S GC mod = inhibitors or activators of N370S glucocerebrosidase for Gaucher disease | N370S GC spleen homogenate, 4MU-glucoside fluorescence | Potency, µM (series often up to 59.4 µM), inactives show top-dose activity change, negative = inhibition, most hits filed as inhibitors | hit rate 0.092% among 330,000;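 further: 0% = full enzyme activity and -100% = no enzyme basal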
TDP1 inh = blocks human tyrosyl-DNA phosphodiesterase 1 | Q9NUW8 | recombinant TDP1, AlphaScreen DNA substrate cleavage | Potency, µM (doses to about 130 µM), for inactives: top-dose activity change, negative = inhibition, usual class: inhibitors | hit rate 0.28% among 350,000 | AID 485290; further: nearly all actives have a fitted effect of over 40% in size
Target sequence (Q9NUW8 whole entry, looked up): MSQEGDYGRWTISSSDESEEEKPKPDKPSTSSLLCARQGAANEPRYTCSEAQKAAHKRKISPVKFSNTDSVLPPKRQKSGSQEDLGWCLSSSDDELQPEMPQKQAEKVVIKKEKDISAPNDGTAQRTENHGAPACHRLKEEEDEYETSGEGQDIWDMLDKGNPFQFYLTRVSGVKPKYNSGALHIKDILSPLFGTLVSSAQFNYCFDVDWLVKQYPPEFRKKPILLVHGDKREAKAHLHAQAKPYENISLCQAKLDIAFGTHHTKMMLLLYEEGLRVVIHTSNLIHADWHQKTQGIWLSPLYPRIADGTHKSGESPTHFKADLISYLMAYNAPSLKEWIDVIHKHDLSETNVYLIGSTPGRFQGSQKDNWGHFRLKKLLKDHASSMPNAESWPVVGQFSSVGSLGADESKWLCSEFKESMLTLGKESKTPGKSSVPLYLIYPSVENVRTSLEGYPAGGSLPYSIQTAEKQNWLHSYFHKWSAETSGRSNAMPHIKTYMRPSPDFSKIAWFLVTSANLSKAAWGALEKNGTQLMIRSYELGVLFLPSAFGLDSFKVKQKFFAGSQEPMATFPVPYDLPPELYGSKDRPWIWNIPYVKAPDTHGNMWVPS
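Recombinant human Tdp1 (E. coli-expressed, 1 nM final) preincubated with compounds 15 min at room temperature, then 5'-biotin/3'-phosphotyrosine-FITC DNA substrate (15 nM final) added for 5 min. AlphaScreen beads (10 ug/ml final) added 10 min; cleavage lowers signal.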
Starred values were filed as active, the others as inactive; & = joins results of further samples; [ ] = another dose, or the depositor's remark. The call rests on the fitted dose curve; in most records, active means well fitted curve in the direction sought with a large enough effect; inconclusive means small, poorly fitted or top-dose-only effect, or another doubt; inactive means no such curve, though single readings can be large; an effect the other way counts as inactive or inconclusive. Unless noted, on the % scale 0 is the no-effect control and ±100 the full control effect; potency means the concentration at half of the fitted maximal effect. The list is partial. The share of hits here may be higher or lower than overall.

For c1ccc(N2CC3(CCNCC3)C2)cc1 the results were N370S GC mod 9%.
`N#Cc1cccc(NC(=O)N2CC3(CCN(C(=O)Oc4ccccc4)CC3)C2)c1` gave N370S GC mod -6%.
Screening O=C(Nc1ccccc1)N1CC[C@@]2(CCCN(C(=O)Oc3ccccc3)C2)C1 returned N370S GC mod inconclusive.
`c1cc(N2CCCC3(CCNCC3)C2)ccn1` gave N370S GC mod -6%.
For O=[N+]([O-])c1cc(C(F)(F)F)cc([N+](=O)[O-])c1Cl the results were N370S GC mod 0%.
For N#Cc1ccc(CN2CC3(CCNCC3)C2)cc1 the results were N370S GC mod 5%.
Screening CC12CCC3C(CC=C4CC(O)CCC43C)C1C/C(=C\N1CCCC1)C2=O (stereo unspecified) returned N370S GC mod 13%.
N#Cc1cccc(NC(=O)N2CC[C@@]3(CCCN(C(=O)Oc4ccccc4)C3)C2)c1 was read as N370S GC mod 3%.
Screening c1cc(CN2CCC3(CCNCC3)CC2)ccn1 returned N370S GC mod -7%.
O=C(Oc1ccccc1)N1CCC2(CC1)CN(C(c1ccccc1)c1ccccc1)C2 was read as N370S GC mod -5%.
For Cc1noc(C)c1C(=O)N1CCC2(CCCN(CC(C)C)C2)CC1 the results were N370S GC mod 2%.
For CCC(N)C(O)c1ccc(O)c(O)c1 (stereo unspecified) the results were N370S GC mod -11%.
For c1cnc(N2CCC3(CCNCC3)CC2)nc1 the results were N370S GC mod -1%.
CN1CCCC2(CCN(C(=O)c3ccco3)CC2)C1 was read as N370S GC mod -23%.
`COc1ccccc1CN1CC[C@@]2(CCCN(C(=O)Oc3ccccc3)C2)C1` gave N370S GC mod inconclusive.

Ordered by length of the SMILES (highest first): part of the list above
N#Cc1cccc(NC(=O)N2CC[C@@]3(CCCN(C(=O)Oc4ccccc4)C3)C2)c1 was read as N370S GC mod 3%.
For O=[N+]([O-])c1cc(C(F)(F)F)cc([N+](=O)[O-])c1Cl the results were N370S GC mod 0%.
`c1cc(N2CCCC3(CCNCC3)C2)ccn1` gave N370S GC mod -6%.
For c1ccc(N2CC3(CCNCC3)C2)cc1 the results were N370S GC mod 9%.

Other compounds:
Screening CC(C)CN1CC2(CCN(C(=O)c3ccncc3)CC2)C1 returned N370S GC mod 4%.
`O=C(Nc1ccccc1)N1CC2(CCN(C(=O)Oc3ccccc3)CC2)C1` gave N370S GC mod -7%.
For O=C(O)c1sc2cc(Cl)ccc2c1Cl the results were N370S GC mod 8%.
O=C(c1ccncc1)N1CCC[C@@]2(CCN(Cc3nccs3)C2)C1 was read as N370S GC mod -5%.
For O=C(Oc1ccccc1)N1CCC[C@@]2(CCN(Cc3cc(C(F)(F)F)cc(C(F)(F)F)c3)C2)C1 the results were N370S GC mod 4%.
Screening O=C1NC(=S)N(Cc2ccco2)C(=O)/C1=C\c1cccs1 returned N370S GC mod -1%.
N#Cc1ccc(CN2CC[C@@]3(CCCN(C(=O)Oc4ccccc4)C3)C2)cc1 was read as N370S GC mod -2%.
`N#Cc1cccc(NC(=O)N2CCCC3(CCN(C(=O)Oc4ccccc4)CC3)C2)c1` gave N370S GC mod 15%.
For C/C=C(\C)C(=O)OC1C(C)=C2C(C1OC(=O)CCCCC)C(C)(OC(C)=O)CC(OC(=O)CCC)C1(O)C2OC(=O)C1(C)O (stereo unspecified) the results were N370S GC mod -2%.
`Cc1cccc(N2C(=O)NC(=O)/C(=C/c3ccc(-c4ccc(C(=O)O)c(Cl)c4)o3)C2=O)c1` gave N370S GC mod -12%.
CCCn1cc2c3c(cccc31)C1CC(C)CN(C)C1C2 (stereo unspecified) was read as N370S GC mod -3%.
For c1ccc(N2CCC3(CCNCC3)CC2)nc1 the results were N370S GC mod 27%.
CCCCCCNC(=O)N[C@H](Cc1ccc(O)cc1)C(=O)NCCC[C@H]1CN2C(=NC[C@H]2CCC)N1CC1CCC1 was read as N370S GC mod -10%.
`COc1ccc(C(=O)c2c(C)n(CCN3CCOCC3)c3ccccc23)cc1` gave TDP1 inh 5%.
For CC1NCCOC1c1ccccc1 (stereo unspecified) the results were TDP1 inh 6%.

Compounds shown so far that have four or more nitrogen atoms:
`N#Cc1cccc(NC(=O)N2CC3(CCN(C(=O)Oc4ccccc4)CC3)C2)c1` gave N370S GC mod -6%.
N#Cc1cccc(NC(=O)N2CC[C@@]3(CCCN(C(=O)Oc4ccccc4)C3)C2)c1 was read as N370S GC mod 3%.
For c1cnc(N2CCC3(CCNCC3)CC2)nc1 the results were N370S GC mod -1%.
O=C(c1ccncc1)N1CCC[C@@]2(CCN(Cc3nccs3)C2)C1 was read as N370S GC mod -5%.
`N#Cc1cccc(NC(=O)N2CCCC3(CCN(C(=O)Oc4ccccc4)CC3)C2)c1` gave N370S GC mod 15%.
CCCCCCNC(=O)N[C@H](Cc1ccc(O)cc1)C(=O)NCCC[C@H]1CN2C(=NC[C@H]2CCC)N1CC1CCC1 was read as N370S GC mod -10%.

(continued)
Screening c1csc(C2(N3CCCCC3)CCCCC2)c1 returned TDP1 inh 3%.
For Cc1c(P(=S)(c2ccccc2)c2ccccc2)c2ccccc2n1C the results were TDP1 inh -2%.
For O=c1[nH]c(=O)n(Cl)c(=O)n1Cl the results were TDP1 inh 4%.
For OC[C@@H](O)[C@H]1O[C@@H]2OC(C(Cl)(Cl)Cl)O[C@H]2[C@H]1O (stereo partly specified) the results were TDP1 inh 2%.
`C#CCN1CC(=O)N(COC(=O)[C@@H]2[C@@H](C=C(C)C)C2(C)C)C1=O` gave TDP1 inh 6%.
COCC(=O)N1Cc2ccccc2-n2nncc2C1 was read as FEN1 inhibitor 15%.
CC12C=CC(=O)C=C1CCC1C2C(=O)CC2(C)C(=O)CCC12 (stereo unspecified) was read as FEN1 inhibitor 5%.
C=C1[C@H]2C[C@H]3[C@H]4N5C[C@]6(C)CCC[C@]47[C@H]([C@H]2O)[C@]3(C[C@]5(O)[C@H]67)[C@@H]1O was read as FEN1 inhibitor 19%.
Screening CCOP(=O)(Nc1ccc2c(c1)C(=NNC(N)=S)c1ccccc1-2)OCC returned FEN1 inhibitor inconclusive.
Screening COc1ccc(Nc2nc(N)nc(CSc3nc4ccccc4s3)n2)cc1 returned FEN1 inhibitor inconclusive.
For CCS(=O)(=O)NC(C)c1nnc2n1-c1ccc(Br)cc1C(c1ccccc1Cl)=NC2 (stereo unspecified) the results were FEN1 inhibitor 15%.
COc1cc2oc(=O)c(CC(=O)N3C[C@H]4C[C@@H](C3)c3cccc(=O)n3C4)c(C)c2cc1Cl was read as FEN1 inhibitor -3%.
CC(Cc1ccccc1)N(C)CC1C(=O)C2CCC1C2 (stereo unspecified) was read as FEN1 inhibitor 2%.
Screening CC1CN(c2ccccn2)C(C)CN1C(=O)C(O)(c1ccccc1)c1ccccc1 (stereo unspecified) returned FEN1 inhibitor 11%.
Screening COC(=O)C1=C(c2cc3ccccc3s2)C[C@@H]2CC[C@H]1N2C(=O)NCCO returned FEN1 inhibitor 11%.
Screening COC1=C(C)C(=O)c2c(c(COC(N)=O)c3n2C[C@@H]2[C@@H]3N2C)C1=O (stereo partly specified) returned FEN1 inhibitor -24%.
O=C1NC(=O)C(C2CCCCCC2)C(=O)N1 was read as FEN1 inhibitor 12%.
COC(=O)C1=C(c2cccc(OC)c2OC)C[C@@H]2CC[C@H]1N2C(=O)NCCNC(C)=O was read as FEN1 inhibitor 22%.
Screening COC(=O)C1=C(c2ccccc2)C[C@@H]2CC[C@H]1N2C(=O)NCCNC(C)=O returned FEN1 inhibitor 18%.
Screening COc1cc(C2c3cc(O)c(OC)cc3CC3C(=O)OCC32)ccc1O (stereo unspecified) returned FEN1 inhibitor -5%.
CC1C(c2cccs2)=[N+]([O-])C(C)(C(=O)c2ccc(Cl)cc2)N1O (stereo unspecified) was read as FEN1 inhibitor 10%.
For Cc1ccc(C2C(=O)NC(=O)NC2=O)cc1 the results were FEN1 inhibitor 1%.
COC(=O)C1=C(c2ccc(S(C)(=O)=O)cc2)C[C@@H]2CC[C@H]1N2C(=O)NCCNC(C)=O was read as FEN1 inhibitor -3%.
Screening O=C1CC23c4ccccc4N4C(=O)CC5OCC=C6CN1C2CC6C5C43 (stereo unspecified) returned FEN1 inhibitor -3%.
Screening COC(=O)C1=C(C(=O)OC)SC2(S1)C(C(=O)OC)=C(C(=O)OC)Sc1c2ssc1=O returned FEN1 inhibitor -20%.
Screening ClCCN(CCCl)c1ccc(C=Nc2ccc(/C=C/c3ccnc4ccccc34)cc2)cc1 returned FEN1 inhibitor inconclusive.
For O=S(=O)(Nc1c(O)ccc2ccccc12)c1ccc(F)cc1 the results were FEN1 inhibitor inconclusive.
Screening COC(COC(N)=O)C1=C(N2CC2)C(=O)C(C)=C(N2CC2)C1=O (stereo unspecified) returned FEN1 inhibitor 6%.
Screening CC1=C(N2CC2)C(=O)C(CO)=C(N2CC2)C1=O returned FEN1 inhibitor 1%.
Screening c1ccc(C(c2ccccc2)c2ccncc2)cc1 returned FEN1 inhibitor 12%.
Cc1ccc(CN2CCC3CCC(C3)C2)c(O)c1 (stereo unspecified) was read as FEN1 inhibitor 8%.
For CC(=O)C1CCC2C3C(N4CC4)CC4=CC(=O)CCC4(C)C3CCC12C (stereo unspecified) the results were FEN1 inhibitor 1%.
Screening CS(=O)(=O)CCN1CC2CCCC(C2)C1 returned FEN1 inhibitor 0%.
For O=C1NC(=S)SC1=Cc1ccc(N(CCCl)CCCl)cc1 the results were FEN1 inhibitor inconclusive.
`CN1C(=O)N(C)C(=O)C(NS(=O)(=O)c2ccc(N)cc2)(c2ccccc2)C1=O` gave FEN1 inhibitor -1%.
CCN1C[C@]2(CO)CC[C@H](OC)[C@@]34C5C[C@H]6[C@H](OC)C5[C@](O)(C[C@H]6OC)[C@@H](C(OC)C23)[C@@H]14 (stereo partly specified) was read as FEN1 inhibitor -1%.
Screening CC[C@@H](CO)C1CC2NC3CC4(c5ccccc5N(C)[C@@H]24)C(O)C31 (stereo partly specified) returned FEN1 inhibitor 3%.
Screening CC(CC(C#N)(c1ccccc1)c1ccccc1)N1CCOCC1 (stereo unspecified) returned FEN1 inhibitor 2%.
For C[C@]12CCC3C(CC[C@H]4C[C@H](O)CC[C@]34C)C1C[C@@H](O)[C@H]2O (stereo partly specified) the results were FEN1 inhibitor 7%.
`COc1ccc(C(O)CNC(C)C)c(F)c1OC` (stereo unspecified) gave FEN1 inhibitor 17%.
For CCN(CC)c1ccc(/C=C2\C(=O)NC(=S)N(c3ccc(OC)cc3OC)C2=O)o1 the results were FEN1 inhibitor -7%.
For CN=C1CN(O)C(c2ccccc2)c2cc(Cl)ccc2N1 (stereo unspecified) the results were FEN1 inhibitor -18%.
For CC(CC(C)(C)N1CC1)=NNC(=O)Nc1cccc2ccccc12 the results were FEN1 inhibitor -5%.
For CCOC(=O)[C@]12Cc3cc4c(cc3[C@H]1N(Cc1ccccc1)C(=O)c1ccccc12)OCO4 the results were FEN1 inhibitor -24%&-24%.
`COC(=O)C1=C(c2ccccc2)C[C@@H]2CC[C@H]1N2C(=O)NCc1ccc(C(F)(F)F)cc1` gave FEN1 inhibitor 7%.
`CCOP(=S)(OCC)SCSP(=S)(OCC)OCC` gave FEN1 inhibitor -12%.
Screening CC(CCN1CC1)=NNC(=O)Nc1cccc2ccccc12 returned FEN1 inhibitor 11%.
`O=C1NC(=S)NC(=O)C1Cc1ccccc1O` gave FEN1 inhibitor 0%.
`Cc1cc(N(CCCl)CCCl)ccc1C=NNC(=O)c1cccnc1` gave FEN1 inhibitor -8%.
Cc1ccc2c(c1)C(c1ccccc1)=NCC(=O)N2C was read as FEN1 inhibitor 55%[activator].
Screening COc1ccccc1-n1c(-c2ccccc2F)nc2ccccc2c1=O returned FEN1 inhibitor 13%.
Screening C=Cc1cc(OC)c2c(c1)c(=O)oc1c2cc(OC)c2c(O)ccc(C3OC(C)C(O)C(C)(O)C3O)c21 (stereo unspecified) returned FEN1 inhibitor 1.3µM*.
c1ccc(CCN2CCCC2)cc1 was read as FEN1 inhibitor 7%.
For NC1=NC(=O)N2CC12 (stereo unspecified) the results were FEN1 inhibitor -4%.
COC(=O)C1=C(c2cccc(OC)c2OC)C[C@@H]2CC[C@H]1N2C(=O)NCc1cccc2ccccc12 was read as FEN1 inhibitor 6%.
`COC(=O)C1=C(c2ccc(S(C)(=O)=O)cc2)C[C@@H]2CC[C@H]1N2C(=O)NCc1cccc2ccccc12` gave FEN1 inhibitor 7%.
